TbHK1 inh: blocks Trypanosoma brucei hexokinase 1 activity; recombinant TbHK1, G6PDH-coupled NADH A340; inhibition, % at 10 µM; actives 0.11% (n = 220,000);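 active means inhibition of 50% or more in the single-dose primary screen; inactive means inhibition below 50%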
EP2 antag: blocks the human prostaglandin E2 receptor EP2; C6 glioma cells expressing human EP2, cAMP TR-FRET; cells stimulated with saturating PGE2; actives 0.52% (n = 260,000); P43116; inhibition, % at 25 µM;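 active means percent inhibition above 40 after rounding to a whole number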;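 further: rat C6 glioma host cells with rolipram phosphodiesterase inhibitor present; the protocol text gives 20 µM as final concentration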
Target sequence (P43116 whole entry, looked up): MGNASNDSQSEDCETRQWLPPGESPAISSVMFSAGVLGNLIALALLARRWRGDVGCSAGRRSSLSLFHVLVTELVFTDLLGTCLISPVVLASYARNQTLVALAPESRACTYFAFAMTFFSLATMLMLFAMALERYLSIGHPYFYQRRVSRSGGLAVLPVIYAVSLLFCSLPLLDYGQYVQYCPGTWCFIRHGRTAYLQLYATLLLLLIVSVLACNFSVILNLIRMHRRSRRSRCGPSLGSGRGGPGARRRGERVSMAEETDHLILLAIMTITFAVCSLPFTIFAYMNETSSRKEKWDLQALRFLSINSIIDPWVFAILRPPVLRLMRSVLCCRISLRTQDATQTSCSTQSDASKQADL
TNF necrop inh: blocks TNF-alpha induced death of Jurkat FADD-/- cells. activation (protection from cell death), % at 10 µM. AID 463075. Jurkat FADD-/- TNF necroptosis rescue, ATP luminescence, 24 h; 0 = TNF only, 100 = no-TNF cells. actives 0.068% (n = 220,000);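 active means activation, meaning protection from cell death, of at least 50% relative to plate controls; inactive means activation below 50%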;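 further: necroptosis triggered by 40 ng/mL TNF-alpha added together with compound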
PPC-1+TRAIL kill: compounds killing PPC-1 cancer cells with TRAIL present (potentiator screen, no TRAIL-free arm); PPC-1 cells + TRAIL, ATPLite viability luminescence; cell killing (% activity), % at 4 µM; actives 0.41% (n = 220,000);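 active means cell killing above 50% in the first pass at 4 µM, then a duplicate retest at 5 µM averaging 50% or more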;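 further: plate controls were cells with TRAIL plus DMSO for no effect and medium-only wells lacking cells for full effect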
FXIa inh 1536: factor XIa (human) inhibition; AID 798; actives 0.14% (n = 220,000); inhibition, % at 5 µM; purified FXIa, Boc-Glu-Ala-Arg-AMC fluorogenic substrate; P03951;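 active means inhibition of at least 40%; inactive means inhibition below 40%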;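 further: fluorescence of freed AMC excited at 355 nm; 0% = enzyme without compound and 100% = no enzyme blank; many of its hits are not listed in these tables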
FXIIa inh: factor XIIa (human) inhibition; P00748; purified FXIIa, Boc-QGR-AMC fluorogenic substrate, 2 h; AID 800; inhibition, % at 5 µM; actives 0.3% (n = 220,000); in the data active means inhibition above about 40%;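 further: 0% = enzyme with no compound and 100% = blank without enzyme; many of its hits are not listed in these tables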
Target sequence (P00748 20-372 limits assumed): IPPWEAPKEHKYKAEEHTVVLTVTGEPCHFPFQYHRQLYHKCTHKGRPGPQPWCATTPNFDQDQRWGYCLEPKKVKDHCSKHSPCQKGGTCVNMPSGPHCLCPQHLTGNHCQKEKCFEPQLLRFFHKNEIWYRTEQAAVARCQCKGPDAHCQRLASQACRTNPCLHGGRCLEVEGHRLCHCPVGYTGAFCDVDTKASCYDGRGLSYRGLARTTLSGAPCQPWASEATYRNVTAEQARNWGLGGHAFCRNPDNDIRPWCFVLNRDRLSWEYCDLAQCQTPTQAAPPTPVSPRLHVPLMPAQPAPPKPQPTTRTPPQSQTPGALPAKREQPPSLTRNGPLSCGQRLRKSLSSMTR
Target sequence (P00748 373-615 limits assumed): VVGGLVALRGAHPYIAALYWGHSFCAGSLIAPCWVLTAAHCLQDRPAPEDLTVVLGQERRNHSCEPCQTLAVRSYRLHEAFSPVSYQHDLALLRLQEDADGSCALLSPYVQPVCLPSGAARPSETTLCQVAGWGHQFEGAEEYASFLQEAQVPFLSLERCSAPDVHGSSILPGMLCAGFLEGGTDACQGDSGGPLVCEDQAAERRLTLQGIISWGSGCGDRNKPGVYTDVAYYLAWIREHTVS
L929 necroptosis: blocks zVAD induced death of L929 cells; L929 zVAD necroptosis rescue, ATP luminescence, 24 h; with zVAD 60 µM; viability rescue, % at 10 µM; actives 0.38% (n = 220,000);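 active means activation, scaled between plate controls, above about 75%, limit read from the data; inactive means activation under that limit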;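 further: 0% = zVAD with DMSO and 100% = DMSO alone without zVAD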
Wee1 stabilizer: inhibitors of human Wee1 degradation. P30291. HeLa Luc-Wee1K328M stability, luciferase luminescence; 100% = proteasome inhibitor MG132 effect. reporter increase, % at 5 µM. actives 1.2% (n = 220,000);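 active means activation above the mean of all tested compounds plus 3 SD, set per screening run, cut at about 8.8% in these data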;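 further: cells exposed to compound for 20 h before luminescence read; 0% = DMSO alone and 100% = MG132 at 30 µM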
CHOP inhibitor: CHOP inhibition in unfolded protein response; CHO-K1 CHOP-promoter luciferase, tunicamycin-induced, 15-18 h; inhibition, % at 10 µM; actives 3.8% (n = 220,000);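 active means compounds that reduced the stress-induced luciferase reporter signal by more than about 70% of percent inhibition, limit read from the data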;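 further: 0% = tunicamycin plus vehicle and 100% = wells without tunicamycin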
* = called active by the depositor. Some of the compounds tested; count on the stated rates, not on these rows.

Results for CCN(CCNC(=O)C1CCCN(S(=O)(=O)CC)C1)c1ccccc1 (stereo not given) ?
TbHK1 inh: -4; EP2 antag: 12; TNF necrop inh: 1.3; PPC-1+TRAIL kill: 12; FXIa inh 1536: -17; FXIIa inh: 18; L929 necroptosis: 0.4; Wee1 stabilizer: 1; CHOP inhibitor: 6

What do the screens show for `Cc1cc(=O)[nH]c(SCC(=O)NCC2CCCCC2)c1C#N`?
TbHK1 inh: -3; EP2 antag: 3; TNF necrop inh: -0.4; PPC-1+TRAIL kill: -10; FXIa inh 1536: -2; FXIIa inh: -11; L929 necroptosis: 3.5; Wee1 stabilizer: -3; CHOP inhibitor: 11

How did O=C(O)c1ccc(/C=N/NC(=O)C2CC2(c2ccccc2)c2ccccc2)cc1 (stereo not given) do in these assays?
TbHK1 inh: 7; EP2 antag: 7; TNF necrop inh: 0.4; PPC-1+TRAIL kill: 11; FXIa inh 1536: -3; FXIIa inh: 7; L929 necroptosis: -0.1; Wee1 stabilizer: -1; CHOP inhibitor: -16

How did O=C(c1ccccc1O)N1N=C(c2ccccc2)CC1(O)C(F)(F)F (stereo not given) do in these assays?
TbHK1 inh: -1; EP2 antag: 2; TNF necrop inh: 0.9; PPC-1+TRAIL kill: -4; FXIa inh 1536: -2; FXIIa inh: 4; L929 necroptosis: 1.5; Wee1 stabilizer: 3; CHOP inhibitor: 16

Results for O=C(c1cc2ncc(Br)cn2n1)N1CCCCC1 ?
TbHK1 inh: -1; EP2 antag: 4; TNF necrop inh: 0.0; PPC-1+TRAIL kill: 12; FXIa inh 1536: 0; FXIIa inh: 10; L929 necroptosis: 2.6; Wee1 stabilizer: 7; CHOP inhibitor: 8

What do the screens show for `CCc1cccc2c(C=C(C#N)C#N)cn(CC(=O)N3CCCCC3)c12`?
TbHK1 inh: -8; EP2 antag: 17; TNF necrop inh: -2.9; PPC-1+TRAIL kill: 2; FXIa inh 1536: 4; FXIIa inh: 8; L929 necroptosis: -0.2; Wee1 stabilizer: -1; CHOP inhibitor: 42

What do the screens show for `Cc1ccc(NC(=O)C(CC(C)C)NC(N)=O)cc1Cl` (stereo not given)?
TbHK1 inh: -1; EP2 antag: 7; TNF necrop inh: 2.5; PPC-1+TRAIL kill: 8; FXIa inh 1536: 5; FXIIa inh: 8; L929 necroptosis: -0.6; Wee1 stabilizer: 3; CHOP inhibitor: 7

How did COc1cccc(-c2noc(-c3cccnc3)n2)c1 do in these assays?
TbHK1 inh: 6; EP2 antag: 8; TNF necrop inh: -2.0; PPC-1+TRAIL kill: 15; FXIa inh 1536: -5; FXIIa inh: 12; L929 necroptosis: 0.0; Wee1 stabilizer: 1; CHOP inhibitor: -17

Results for CCc1nc2n[nH]c(N)c2c2c1CCCC2 ?
TbHK1 inh: -5; EP2 antag: 15; TNF necrop inh: -5.0; PPC-1+TRAIL kill: 8; FXIa inh 1536: -2; FXIIa inh: -2; L929 necroptosis: 1.1; Wee1 stabilizer: -2; CHOP inhibitor: 35

Results for CCNC(=S)Nc1cccc(NC(=O)c2ccccc2O)c1 ?
TbHK1 inh: -30; EP2 antag: 12; TNF necrop inh: 1.2; PPC-1+TRAIL kill: 0; FXIa inh 1536: 3; FXIIa inh: 6; L929 necroptosis: 0.5; Wee1 stabilizer: 1; CHOP inhibitor: 12

Results for CCN1CCN(Cc2ccc(OCc3ccccc3)cc2)CC1 ?
TbHK1 inh: 4; EP2 antag: 7; TNF necrop inh: 0.5; PPC-1+TRAIL kill: 27; FXIa inh 1536: -3; FXIIa inh: 6; L929 necroptosis: -0.3; Wee1 stabilizer: 3; CHOP inhibitor: 1

What do the screens show for `COc1cc(/C=C2\CC/C(=C\c3cc(OC)c(O)c(OC)c3)C2=O)cc(OC)c1O`?
TbHK1 inh: -10; EP2 antag: 4; TNF necrop inh: -10; PPC-1+TRAIL kill: 24; FXIa inh 1536: 7; FXIIa inh: 14; L929 necroptosis: 0.8; Wee1 stabilizer: 3; CHOP inhibitor: 101*

Results for C#CCOC(=O)Nc1cc(C)n(-c2ccccc2)n1 ?
TbHK1 inh: -6; EP2 antag: 9; TNF necrop inh: 1.4; PPC-1+TRAIL kill: 27; FXIa inh 1536: -1; FXIIa inh: 5; L929 necroptosis: 0.6; Wee1 stabilizer: 2; CHOP inhibitor: 12

How did CCOC(=O)N1CCN(CC(O)c2ccc3cc[nH]c3c2)CC1 (stereo not given) do in these assays?
TbHK1 inh: -1; EP2 antag: 12; TNF necrop inh: 1.2; PPC-1+TRAIL kill: 16; FXIa inh 1536: 6; FXIIa inh: 9; L929 necroptosis: 0.5; Wee1 stabilizer: -1; CHOP inhibitor: -13

How did CC(C)C1N=C2c3ccccc3N=C(SCc3cc(=O)n4ccccc4n3)N2C1=O (stereo not given) do in these assays?
TbHK1 inh: -23; TNF necrop inh: -2.0; L929 necroptosis: -0.2; Wee1 stabilizer: 0

What do the screens show for `Cc1cccc(CSc2nnc3c(n2)[nH]c2ccccc23)c1`?
TbHK1 inh: -22; EP2 antag: 9; TNF necrop inh: -3.1; PPC-1+TRAIL kill: 21; FXIa inh 1536: -10; FXIIa inh: 6; L929 necroptosis: -0.5; Wee1 stabilizer: -4; CHOP inhibitor: 14

Results for Oc1ccccc1N=Cc1c(O)ccc2oc3c(c12)CCCC3 ?
TbHK1 inh: -14; EP2 antag: 14; TNF necrop inh: -22; PPC-1+TRAIL kill: 15; FXIa inh 1536: -5; FXIIa inh: -2; L929 necroptosis: 75*; Wee1 stabilizer: -3; CHOP inhibitor: 10

Results for COC(=O)COc1ccc(-c2ccccc2)cc1C=O ?
TbHK1 inh: -4; EP2 antag: 11; TNF necrop inh: 0.5; FXIa inh 1536: -3; FXIIa inh: 5; L929 necroptosis: 2.2; Wee1 stabilizer: 1; CHOP inhibitor: 9

What do the screens show for `COc1ccc(N(CC(=O)NCc2ccccn2)S(=O)(=O)c2ccccc2[N+](=O)[O-])c(OC)c1`?
TbHK1 inh: 2; EP2 antag: 4; TNF necrop inh: -0.5; PPC-1+TRAIL kill: -7; FXIa inh 1536: -4; FXIIa inh: 6; L929 necroptosis: -0.7; Wee1 stabilizer: 0; CHOP inhibitor: 20

Results for Cc1cnc([N+](=O)[O-])n1CCOC(=O)NC(=O)c1c(F)cccc1F ?
TbHK1 inh: -12; EP2 antag: 13; TNF necrop inh: 0.0; PPC-1+TRAIL kill: -7; FXIa inh 1536: 1; FXIIa inh: 12; L929 necroptosis: 2.5; Wee1 stabilizer: 0; CHOP inhibitor: 7

Filtered by structure: the compounds so far with an aryl thioether with sulfur outside any ring (2)
What do the screens show for `Cc1cc(=O)[nH]c(SCC(=O)NCC2CCCCC2)c1C#N`?
TbHK1 inh: -3; EP2 antag: 3; TNF necrop inh: -0.4; PPC-1+TRAIL kill: -10; FXIa inh 1536: -2; FXIIa inh: -11; L929 necroptosis: 3.5; Wee1 stabilizer: -3; CHOP inhibitor: 11

What do the screens show for `Cc1cccc(CSc2nnc3c(n2)[nH]c2ccccc23)c1`?
TbHK1 inh: -22; EP2 antag: 9; TNF necrop inh: -3.1; PPC-1+TRAIL kill: 21; FXIa inh 1536: -10; FXIIa inh: 6; L929 necroptosis: -0.5; Wee1 stabilizer: -4; CHOP inhibitor: 14

Later entries.
How did Cc1cc(C)c2c(N)c(C(=O)NN3CC(=O)N(c4cccc(Cl)c4)CC3=O)sc2n1 do in these assays?
TbHK1 inh: -9; EP2 antag: 11; TNF necrop inh: 6.8; PPC-1+TRAIL kill: -21; FXIa inh 1536: -3; FXIIa inh: 3; L929 necroptosis: -0.1; Wee1 stabilizer: 2; CHOP inhibitor: 1

How did COc1ccc2[nH]c(=O)c(CN(Cc3ccccc3)Cc3nnnn3CC3CCCO3)cc2c1 (stereo not given) do in these assays?
TbHK1 inh: -14; EP2 antag: 0; TNF necrop inh: -1.4; PPC-1+TRAIL kill: 12; FXIa inh 1536: 10; FXIIa inh: 19; L929 necroptosis: -0.7; Wee1 stabilizer: -2; CHOP inhibitor: 5

What do the screens show for `COc1cc(OC)cc(C(=O)NCc2cc(C)nc3ccccc23)c1`?
TbHK1 inh: -2; EP2 antag: 6; TNF necrop inh: 2.2; PPC-1+TRAIL kill: 3; FXIa inh 1536: -6; FXIIa inh: -2; L929 necroptosis: 2.1; Wee1 stabilizer: 0; CHOP inhibitor: -2

What do the screens show for `Cc1c(NC(=O)C(C)OC(=O)c2cc(-c3cccc4ccccc34)nc3ccccc23)c(=O)n(-c2ccccc2)n1C` (stereo not given)?
TbHK1 inh: -23; EP2 antag: 9; TNF necrop inh: 1.8; PPC-1+TRAIL kill: 8; FXIa inh 1536: 0; FXIIa inh: 3; L929 necroptosis: 0.0; Wee1 stabilizer: 3; CHOP inhibitor: 42

Results for COc1ccc(CNC(=O)COC(=O)/C=C/c2ccc(S(=O)(=O)N3CCOCC3)cc2)cc1 ?
TbHK1 inh: -11; EP2 antag: 6; TNF necrop inh: 1.4; PPC-1+TRAIL kill: 3; FXIa inh 1536: -3; FXIIa inh: 3; L929 necroptosis: 1.4; Wee1 stabilizer: -2; CHOP inhibitor: 17

Results for Cc1cc(C)n2[nH]c(=O)c(N=Nc3ccccc3)c2n1 ?
TbHK1 inh: -24; EP2 antag: 10; TNF necrop inh: -0.8; PPC-1+TRAIL kill: 29; FXIa inh 1536: 0; FXIIa inh: 10; L929 necroptosis: 0.3; Wee1 stabilizer: -1; CHOP inhibitor: 29

How did CC(NCc1ccc(-c2ccccc2)cc1)C(O)c1ccccc1 (stereo not given) do in these assays?
TbHK1 inh: 30; EP2 antag: 6; TNF necrop inh: -0.4; PPC-1+TRAIL kill: 15; FXIa inh 1536: 10; FXIIa inh: 14; L929 necroptosis: 3.5; Wee1 stabilizer: 5; CHOP inhibitor: 30

How did CC(C)NC(=S)NC(=O)c1ccc(-c2ccccc2)cc1 do in these assays?
TbHK1 inh: 5; EP2 antag: 16; TNF necrop inh: 3.1; PPC-1+TRAIL kill: 7; FXIa inh 1536: 10; FXIIa inh: 17; L929 necroptosis: 0.1; Wee1 stabilizer: 1; CHOP inhibitor: -7

How did N#CC1(C#N)CC(C=O)=C(N)C1(C#N)CC(=O)c1ccc(F)cc1 (stereo not given) do in these assays?
TbHK1 inh: -8; EP2 antag: 10; TNF necrop inh: -1.1; PPC-1+TRAIL kill: 8; FXIa inh 1536: 4; FXIIa inh: 1; L929 necroptosis: -0.1; Wee1 stabilizer: -2; CHOP inhibitor: 30

How did Cc1ccc(OCCOCCN(C)C)c(Cl)c1 do in these assays?
TbHK1 inh: 4; EP2 antag: 5; TNF necrop inh: 2.3; PPC-1+TRAIL kill: 6; FXIa inh 1536: -8; FXIIa inh: -5; L929 necroptosis: -0.8; Wee1 stabilizer: 3; CHOP inhibitor: 16

How did CCn1c(NC(=O)c2ccc(COc3ccc(C)cc3[N+](=O)[O-])o2)nc2ccccc21 do in these assays?
TbHK1 inh: -4; EP2 antag: 5; TNF necrop inh: -1.5; PPC-1+TRAIL kill: -7; FXIa inh 1536: 4; FXIIa inh: -1; L929 necroptosis: 1.8; Wee1 stabilizer: -1; CHOP inhibitor: 21

How did CCn1c(=N)n(CC(=O)C23CC4CC(CC(C4)C2)C3)c2ccccc21 do in these assays?
TbHK1 inh: 3; EP2 antag: 30; TNF necrop inh: -4.3; PPC-1+TRAIL kill: -2; FXIa inh 1536: -8; FXIIa inh: 4; L929 necroptosis: -0.2; Wee1 stabilizer: -2; CHOP inhibitor: 49

High-throughput results deposited in PubChem BioAssay by several laboratories.
